From PubChem BioAssay
TbREL1 primary – TbREL1 inhibition, primary screen. inhibition, % at 9.66 µM. P86926. actives 0.49% (n = 89,000). TbREL1 RNA ligation, FRET fluorescence. AID 1117264;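 active means inhibition above the mean inhibition across all screened compounds plus 3 SD, cut at about 11% in these data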;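 further: 0% = plate median of test wells and 100% = NSC42067 control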
Target sequence (P86926 whole entry, looked up): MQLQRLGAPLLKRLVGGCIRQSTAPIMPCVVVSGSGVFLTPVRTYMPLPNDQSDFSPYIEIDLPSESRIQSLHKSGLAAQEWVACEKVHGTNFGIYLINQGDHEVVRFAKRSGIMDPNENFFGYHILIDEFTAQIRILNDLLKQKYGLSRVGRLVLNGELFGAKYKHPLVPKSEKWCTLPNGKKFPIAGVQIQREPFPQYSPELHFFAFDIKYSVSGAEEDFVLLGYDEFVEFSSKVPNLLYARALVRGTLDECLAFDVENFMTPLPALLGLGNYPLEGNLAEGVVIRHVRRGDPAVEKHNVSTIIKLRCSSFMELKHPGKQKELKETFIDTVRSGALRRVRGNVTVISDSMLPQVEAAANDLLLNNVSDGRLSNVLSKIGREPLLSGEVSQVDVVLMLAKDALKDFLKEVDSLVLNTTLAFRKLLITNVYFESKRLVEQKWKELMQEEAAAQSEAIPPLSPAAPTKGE
* hit, by the source's call. Only part of the results is shown; the hit share may differ from the screen's.

TbREL1 primary | SMILES
0 | O=C(CSc1nnc(-c2cccnc2)n1-c1ccccc1)Nc1ccc2c(c1)OCCO2
9 | CN(CC(=O)Nc1ccc(Cl)cc1)C(=O)c1sccc1-c1ccccc1
1 | CC(C)CN(C(=O)COC(=O)Cc1cccc2ccccc12)c1c(N)n(Cc2ccccc2)c(=O)[nH]c1=O
0 | NC(=O)C1CCN(c2nc(C3CC3)nc3c2nnn3Cc2ccccc2)CC1
-2 | COC(=O)C(Cc1ccc(O)cc1)NC(=O)C12CC3CC(CC(C3)C1)C2 (stereo not drawn)
1 | COc1ccc(OCc2cc(C(=O)NCC(C)Oc3cccnc3)no2)c(Cl)c1 (stereo not drawn)
7 | O=C(NC1CCCc2ccccc21)c1cncc(Br)c1 (stereo not drawn)
-3 | COC(=O)c1cccc(N(C(=O)c2ccco2)C(C(=O)NC2CCCC2)c2ccco2)c1 (stereo not drawn)
5 | COc1cc(/C=N/Nc2nc(=O)[nH]nc2C)cc(OC)c1O
3 | CCCCC(=O)Nc1cccc(NC(=O)c2ccccc2Br)c1
1 | Cc1ccc(NC(=O)[C@H](C)NC(=O)C2CCN(C(=O)[C@H](CC(C)C)NC(=O)OC(C)(C)C)CC2)cc1
1 | CC(=O)OCC1OC(Sc2cccc3cccnc23)C(OC(C)=O)C(OC(C)=O)C1OC(C)=O (stereo not drawn)
-1 | CCc1nnc(NC(=O)C2CCCCC2)s1
4 | COc1ccc(OC)c(CN2C(=O)c3ccccc3C2C(=O)NCc2cccnc2)c1 (stereo not drawn)
2 | CN(CC(=O)Nn1cnnc1)S(=O)(=O)c1ccc(Br)cc1
0 | CN(C(=O)COC(=O)/C=C/c1ccc2ccccc2n1)c1c(N)n(Cc2ccccc2)c(=O)[nH]c1=O
-1 | CC1CCN(c2ccc3c(c2)S(=O)(=O)c2cccc(C(=O)O)c2C3=O)CC1
4 | COc1ccc(S(=O)(=O)N2CCC(c3nc4ccccc4o3)CC2)c(OC)c1
1 | Cn1ncc2c(=O)[nH]nnc21
20* | Cc1ccc(C(=O)C2COC(=O)C2)cc1 (stereo not drawn)
0 | Cn1ncc(Cl)c1C(=O)Nc1ccc2c(c1)OCO2
-5 | CCOCCCn1c(SCC(=O)NCc2ccco2)nc2c(sc3ccccc32)c1=O
1 | C=Cc1ccc(C(=O)N2CCC(n3nnc4ncccc43)CC2)cc1
8 | CC(C(=O)Nc1ccc(O)cc1C(=O)O)N1C(=O)/C(=C\c2cccs2)SC1=S (stereo not drawn)
-9 | CCOc1cc(Br)c(CC(=O)NC2CCCCCC2)cc1OCC
-1 | O=C(NCC1CC1)[C@@H]1C[C@H]1[C@@H](NP(=O)(c1ccccc1)c1ccccc1)c1ccccc1
-4 | Cc1cccc(Nc2nc3c(s2)CCCC3)c1
0 | CC(=O)c1ccccc1-c1csc2ncnc(Sc3nnnn3C)c12
-1 | CCC(C)(C(=O)NC1CCCC1)N(CC1CCCO1)C(=O)c1ccc2c(c1)OCO2 (stereo not drawn)
-1 | Cn1cccc1C(=O)NC(=O)COC(=O)c1cc([N+](=O)[O-])ccc1Cl
-2 | CCOC(=O)C1(Cc2cccc(OC)c2)CCCN(Cc2nccn2CC)C1 (stereo not drawn)
2 | O=C(CNC(=O)c1ccccc1F)NCc1ccccn1
-1 | CN(c1ccccc1)c1nc(-n2ccnc2)nc(-n2ccnc2)n1
3 | Nn1c(SCc2cccc3ccccc23)nnc1-c1cc(-c2ccc(Cl)cc2)n[nH]1
0 | CCC(C)Sc1ccc([C@H]2N[C@@](C)(C(=O)OC)[C@H]3C(=O)N(C)C(=O)[C@@H]23)cc1OC (stereo partly drawn)
0 | COc1ccc(-n2c(Cn3c(=O)sc4ccccc43)nnc2SC)cc1
0 | Cc1cc(C)c(S(=O)(=O)N2CCCCC2)cc1N(C)S(=O)(=O)c1ccc(Cl)cc1
0 | CON1C(=O)C(=O)N(OC)C(C)(C)C1C (stereo not drawn)
-1 | C=C[C@]1(C)C[C@H]1[C@H](NP(=O)(c1ccccc1)c1ccccc1)c1ccccc1
-3 | Cc1nn(CCCC(=O)Nc2ccc(Br)cc2F)c(C)c1[N+](=O)[O-]
-1 | O=C(CSc1nc2ccccc2nc1N1CCOCC1)N1CCN(c2cccc(C(F)(F)F)c2)CC1
9 | CN(CC(=O)Nc1ccc(F)cc1)C(=O)CN1C(=O)c2ccccc2C1=O
0 | O=C(CCCC(=O)OCC(=O)c1ccc(Cl)cc1)NC1CCCCC1
0 | CCN(C#N)c1nc(N(C)C)nc(N(C)C)n1
1 | Cc1ccc(-n2c(SCC(=O)Nc3ccccc3-c3ccccc3)nnc2-c2ccco2)cc1
-1 | CN(C)CCCNC(=S)Nc1ccc(-c2ccccc2)cc1
2 | Cc1cccc(N2CCN(C(=O)c3ccc(NS(=O)(=O)c4c(C)noc4C)cc3)CC2)c1C
2 | C/C(=N\NC(=O)COc1ccc(C(C)(C)C)cc1)c1ccccc1
-2 | CNC(=O)c1cc(OCC(F)(F)F)ccc1OCC(F)(F)F
-4 | CCOC(=O)C(NC(=O)c1ccccc1)(Nc1cccc(C)n1)C(F)(F)F (stereo not drawn)
0 | O=C(CSc1nnc(C2CC2)n1C1CC1)c1ccc(F)c(F)c1
-1 | CCOC(=O)C1Nc2ccc(C)cc2C2C=CCC12 (stereo not drawn)
-1 | COC(=O)N/N=C/c1cc(OC)c(O)c([N+](=O)[O-])c1
-2 | O=C(c1nnc(Cc2ccc(Cl)cc2)o1)N1CCOCC1
1 | COc1cc(OC)c(OC)cc1CNCCNC(=O)c1nonc1N
1 | CCCCC[C@@H]1C=C(C(=O)OCC)[C@H](c2ccccc2)N1S(=O)(=O)c1ccc(C)cc1

(cont.)
TbREL1 primary | SMILES
0 | COc1cc(/C=N/N2C(=O)CSC2=S)ccc1O
0 | Cc1ccc(C(=O)C(C)[n+]2cccc(C(N)=O)c2)cc1 (stereo not drawn)
0 | COc1ccc(C(C#N)=Cc2ccc(NC(C)=O)cc2)cc1
-3 | CC(=O)c1c(C)nc(-c2ccc(OCC(=O)Nc3cccc(C)c3C)cc2)n1O
2 | CCCC(C)NC(=O)COC(=O)c1cccc(NS(C)(=O)=O)c1 (stereo not drawn)
1 | CCN1C(=O)[C@H]2[C@@H](c3ccc(C)cc3)N3C(=O)N(c4cccc(F)c4)C(=O)[C@@]3(C)[C@H]2C1=O
-7 | Oc1ccc(CCc2c(F)cccc2F)c2cccnc12
5 | CCOC(=O)C1=C[C@@H](C(C)(C)C)N(S(=O)(=O)c2ccc(C)cc2)[C@H]1c1cccc(Cl)c1
0 | CCN(CC)C(=O)[C@H]1C[C@H](CC(=O)NCCN2CCOCC2)C(=O)N2CCc3c([nH]c4cc(-c5ccco5)ccc34)[C@]12C
3 | Cc1ccc(C)c(NC(=O)c2cnc3n(c2=O)CCS3)c1
10 | Cc1ccc(NC(=O)CN2C(=O)NC3(CCCC3)C2=O)cc1S(=O)(=O)N1CCCCC1
2 | O=C1CCCCCCC(=O)[C@H](O)C[C@H](c2ccccc2)O1
-1 | CC1(C)CC(=O)C(C=NCCN2CCN(C(=O)C34CC5CC(CC(C5)C3)C4)CC2)=C(O)C1
0 | CN(CC(=O)Nc1ccc(Cl)c(C(F)(F)F)c1)C(=O)C1CSC2(C)CCC(=O)N12 (stereo not drawn)
1 | COc1ccc(C)cc1S(=O)(=O)N(CC(=O)O)c1ccc(C)cc1
0 | CCOc1ccc(Oc2nc(C)cc(OC)n2)nn1

2 entries from above, with each value named:
> O=C1CCCCCCC(=O)[C@H](O)C[C@H](c2ccccc2)O1
  TbREL1 primary: 2

> CC1(C)CC(=O)C(C=NCCN2CCN(C(=O)C34CC5CC(CC(C5)C3)C4)CC2)=C(O)C1
  TbREL1 primary: -1

(cont.)
TbREL1 primary | SMILES
-2 | COC(=O)C(Cc1ccc(O)cc1)NC(=O)C(C)Oc1ccccc1 (stereo not drawn)
7 | Nc1nc(Nc2ccccc2)nc(NCCO)c1[N+](=O)[O-]
1 | Cn1nnc2cc(C(=O)NC3CCCCC3)ccc21
-1 | COc1ccc(-c2csc(NC(=O)CCCc3cccs3)n2)cc1
-2 | CC(C)c1ccc(NC(=O)C2(C)Cc3c(-c4cccc(C(N)=O)c4)ccnc3O2)cc1 (stereo not drawn)
2 | Cc1ccc(-c2nc(C3CCCN(S(=O)(=O)c4ccc(Cl)s4)C3)no2)cc1 (stereo not drawn)
4 | CCCCNC(=O)CSc1cc(=O)n(C)c2ccccc12
3 | O=C(COc1ccccc1)Nc1nc(-c2cccnc2)cs1
3 | CCCCn1c(N)c(N(CCOC)C(=O)c2cc(C)oc2C)c(=O)[nH]c1=O
1 | CNC(=S)N(Cc1ccc(OC)cc1)Cc1cc2cc(C)ccc2[nH]c1=O
0 | COc1ccc(NC(=O)CC2C(=O)N(C)C(=S)N2CCc2ccccc2F)cc1 (stereo not drawn)
2 | CCOc1ccc(Nc2nc(Cl)nc(NCCO)n2)cc1
4 | Clc1ccccc1Nc1nc2ccccc2o1
3 | CC(C)C(=O)Nc1cccc(C(=O)Nc2nccs2)c1
0 | Cc1csc(SC(C)C(=O)Nc2ccc(Cl)cn2)n1 (stereo not drawn)
5 | O=C(Nc1ccc(S(=O)(=O)N2CCOCC2)cc1)c1nn(-c2ccc(F)cc2)ccc1=O
-2 | Cc1nc(-c2ccc(F)cc2)c(CC(=O)N2CCN(S(=O)(=O)c3ccccc3Br)CC2)s1
7 | Cc1ccc(-n2ncc3c(N4CCN(c5ccccc5)CC4)ncnc32)c(C)c1
1 | Cc1c(NC(=O)c2cn3ccccc3n2)cccc1-n1cnnn1
3 | CC1CCCC(C)N1S(=O)(=O)c1ccc(NC(=O)CNC2CCCC2)cc1 (stereo not drawn)
0 | O=C(OCC(F)(F)F)c1cccc(COc2ccc3ccccc3c2)c1
6 | COc1ccccc1Nc1nc(NCCC(C)C)nc(N)c1[N+](=O)[O-]
0 | C=CCN1c2ccccc2[C@]23C[C@@H](C(=O)OC)N(C(=O)NCCC)C2=NC(C(=O)OC)=C(C(=O)OC)[C@H]13
0 | C/C(=N\NC(=O)COc1ccccc1F)c1cc2ccccc2o1
-2 | CC(C)CCNC(=S)NC1CCCC1
0 | O=C(Oc1ccccc1OC(=O)N1CCOCC1)N1CCOCC1
-2 | Cc1cccc(NC(=O)CCSc2ccccn2)c1
7 | CN(CCOC(=O)c1ccc2c(c1)OCCO2)Cc1ccccc1
7 | Cn1c(N)c(C(=O)COC(=O)Cc2ccc(Cl)c(Cl)c2)c(=O)n(C)c1=O
0 | CCN(CC)CCNC(=O)Cn1nc(Cc2ccccc2)c2ccccc2c1=O
3 | Cc1ccc(C(=O)CN2C(=O)NC3(CCCCC3C)C2=O)s1 (stereo not drawn)
2 | CSc1nc(C)c(Cc2c(F)cccc2Cl)c(=O)[nH]1
16* | C#CCOCCOCCOCCNc1nc(N2CCOCC2)nc(N2CCN(C(=O)[C@H](CCC(=O)O)n3cc(C(N)CO)nn3)CC2)n1 (stereo partly drawn)
2 | NC(=O)c1c(NC(=O)C2CCCO2)sc2c1CCC2 (stereo not drawn)
-4 | NNC(=S)NCCc1ccccc1
2 | CCOc1nc2cccc(C(=O)O)c2n1Cc1ccc(-c2ccccc2-c2nn[nH]n2)cc1
2 | CCN(CC)c1ncnc2c1cnn2C
-3 | Cc1ccc(CNC(=O)Nc2nnc([C@@H]3C[C@H](O)[C@@H](CO)O3)s2)cc1
2 | Cc1sc2nc(CN3CCOCC3)[nH]c(=O)c2c1-c1ccccc1
-1 | Cc1cc(-c2ccco2)n(CC(=O)NCc2ccccc2)n1
3 | CCN(CC)C(=O)c1[nH]cnc1C(=O)N[C@@H](C)c1ccccc1
-2 | O=C(Nc1cccc([N+](=O)[O-])c1)c1ccc2c(c1)OCCO2
4 | CC(C)(C)NC(=O)C(c1cccs1)N(Cc1cccs1)C(=O)c1csnn1 (stereo not drawn)
5 | COc1ccc(NC(=O)CN2C(=O)NC(C)(c3ccc4c(c3)OCCO4)C2=O)cc1S(N)(=O)=O (stereo not drawn)
1 | CCC(Sc1nc(C)cc(C)n1)C(=O)Nc1nccs1 (stereo not drawn)
-1 | Cc1cc(NS(=O)(=O)c2ccc(NC(=O)C(C)Oc3ccc(Cl)cc3)cc2)no1 (stereo not drawn)
-2 | N#C/C(=C/c1ccncc1)c1nc2ccccc2c(=O)[nH]1
-3 | COc1ccc(F)c(CN2CCC(CO)(Cc3cccc(C(F)(F)F)c3)CC2)c1
2 | CN(C)c1nc(Oc2ccc(=O)[nH]n2)nc(N2CCCCC2)n1
-1 | Cc1ccc(C2SCC(=O)N2Cc2cn3ccsc3n2)o1 (stereo not drawn)
-4 | COc1ccc(NC(=O)N(C)C[C@H]2Oc3ccc(NC(=O)C4CC4)cc3C(=O)N([C@H](C)CO)C[C@@H]2C)cc1
1 | COC(=O)N/N=C/c1cn(Cc2ccc(F)cc2)c2ccccc12

Filtered by structure: those above containing a Cl atom
TbREL1 primary | SMILES
9 | CN(CC(=O)Nc1ccc(Cl)cc1)C(=O)c1sccc1-c1ccccc1
1 | COc1ccc(OCc2cc(C(=O)NCC(C)Oc3cccnc3)no2)c(Cl)c1 (stereo not drawn)
0 | Cn1ncc(Cl)c1C(=O)Nc1ccc2c(c1)OCO2
-1 | Cn1cccc1C(=O)NC(=O)COC(=O)c1cc([N+](=O)[O-])ccc1Cl
3 | Nn1c(SCc2cccc3ccccc23)nnc1-c1cc(-c2ccc(Cl)cc2)n[nH]1
0 | Cc1cc(C)c(S(=O)(=O)N2CCCCC2)cc1N(C)S(=O)(=O)c1ccc(Cl)cc1
0 | O=C(CCCC(=O)OCC(=O)c1ccc(Cl)cc1)NC1CCCCC1
-2 | O=C(c1nnc(Cc2ccc(Cl)cc2)o1)N1CCOCC1
5 | CCOC(=O)C1=C[C@@H](C(C)(C)C)N(S(=O)(=O)c2ccc(C)cc2)[C@H]1c1cccc(Cl)c1
0 | CN(CC(=O)Nc1ccc(Cl)c(C(F)(F)F)c1)C(=O)C1CSC2(C)CCC(=O)N12 (stereo not drawn)
2 | Cc1ccc(-c2nc(C3CCCN(S(=O)(=O)c4ccc(Cl)s4)C3)no2)cc1 (stereo not drawn)
2 | CCOc1ccc(Nc2nc(Cl)nc(NCCO)n2)cc1
4 | Clc1ccccc1Nc1nc2ccccc2o1
0 | Cc1csc(SC(C)C(=O)Nc2ccc(Cl)cn2)n1 (stereo not drawn)
7 | Cn1c(N)c(C(=O)COC(=O)Cc2ccc(Cl)c(Cl)c2)c(=O)n(C)c1=O
2 | CSc1nc(C)c(Cc2c(F)cccc2Cl)c(=O)[nH]1
-1 | Cc1cc(NS(=O)(=O)c2ccc(NC(=O)C(C)Oc3ccc(Cl)cc3)cc2)no1 (stereo not drawn)
